# Source: PubChem BioAssay
# ATXN2 expr inh: inhibitors of ATXN2 expression; Potency, µM (highest dose often 57 µM), for inactives: at the highest dose activity change, negative = inhibition, usual class: inhibitors; hit rate 0.72% among 360,000; HEK-293 ATXN2-luciferase reporter, luminescence, 24 h; further: on the % scale 0 is the no-effect control and ±100 the full control effect; nearly all actives have a fitted effect of over 55% in size
#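 ATXN2-luciferase reporter cells (luciferase flanked by upstream and downstream ATXN2 gene portions) were treated 24 h at 37 °C with compounds at up to 57 uM. SteadyGlo luminescence gave expression; GF-AFC fluorescence gave viability.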
# TGFb SMAD3 inh: inhibitors of TGF-b signaling. HepG2 CAGA-GFP TGF-b/SMAD3 reporter, GFP fluorescence, 18 h; TGF-beta stimulated, 500 pg/mL final. Potency, µM (series often up to 46.1 µM), for inactives: at the highest dose activity, negative = inhibition, usual class: inhibitors. hit rate 1.2% among 410,000. AID 588855; further: on the % scale 0 is the no-effect control and ±100 the full control effect; nearly all actives have a fitted effect of over 65% in size
#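 Read-out: total well GFP (ex488/em500-530) summed from mean per-cell fluorescence. Cells: HEPG2 CAGA-GFP, 1% FBS DMEM, 18 h at 37 degrees C with 500 pg/mL final TGF-beta. Unstimulated wells served as the full-inhibition control; stimulated DMSO wells = 0%.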
# Nrf2 ARE act: activates Nrf2 signaling; AREc32 ARE-luciferase reporter (MCF7-derived line), luminescence, 24 h; Potency, µM (doses to about 46.1 µM), for the others: at the highest dose activation, actives largely listed as activators; hit rate 0.31% among 410,000; further: % of control where 0% means no effect; nearly all actives have a fitted effect of over 65% in size
#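 For detection, Steady-Glo was added and plates sat 30 min at RT; before that, AREc32_Fluc cells grown overnight in OPTI-MEM/5% FBS had been treated with 23 nL compound for 24 hr at 37 deg C.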
# EPAC2 antagonist: EPAC2 (human) antagonism; hit rate 0.18% among 360,000; Potency, µM (top dose mostly 114 µM), for the others: at the highest dose activity, negative = inhibition, usual class: inhibitors; EPAC2 GEF exchange of Rap1B-BODIPY-GDP, fluorescence; Q8WZA2; further: on the % scale 0 is the no-effect control and ±100 the full control effect; nearly all actives have a fitted effect of over 45% in size; many of its hits are not listed in these tables
# Target sequence (Q8WZA2 whole entry, looked up): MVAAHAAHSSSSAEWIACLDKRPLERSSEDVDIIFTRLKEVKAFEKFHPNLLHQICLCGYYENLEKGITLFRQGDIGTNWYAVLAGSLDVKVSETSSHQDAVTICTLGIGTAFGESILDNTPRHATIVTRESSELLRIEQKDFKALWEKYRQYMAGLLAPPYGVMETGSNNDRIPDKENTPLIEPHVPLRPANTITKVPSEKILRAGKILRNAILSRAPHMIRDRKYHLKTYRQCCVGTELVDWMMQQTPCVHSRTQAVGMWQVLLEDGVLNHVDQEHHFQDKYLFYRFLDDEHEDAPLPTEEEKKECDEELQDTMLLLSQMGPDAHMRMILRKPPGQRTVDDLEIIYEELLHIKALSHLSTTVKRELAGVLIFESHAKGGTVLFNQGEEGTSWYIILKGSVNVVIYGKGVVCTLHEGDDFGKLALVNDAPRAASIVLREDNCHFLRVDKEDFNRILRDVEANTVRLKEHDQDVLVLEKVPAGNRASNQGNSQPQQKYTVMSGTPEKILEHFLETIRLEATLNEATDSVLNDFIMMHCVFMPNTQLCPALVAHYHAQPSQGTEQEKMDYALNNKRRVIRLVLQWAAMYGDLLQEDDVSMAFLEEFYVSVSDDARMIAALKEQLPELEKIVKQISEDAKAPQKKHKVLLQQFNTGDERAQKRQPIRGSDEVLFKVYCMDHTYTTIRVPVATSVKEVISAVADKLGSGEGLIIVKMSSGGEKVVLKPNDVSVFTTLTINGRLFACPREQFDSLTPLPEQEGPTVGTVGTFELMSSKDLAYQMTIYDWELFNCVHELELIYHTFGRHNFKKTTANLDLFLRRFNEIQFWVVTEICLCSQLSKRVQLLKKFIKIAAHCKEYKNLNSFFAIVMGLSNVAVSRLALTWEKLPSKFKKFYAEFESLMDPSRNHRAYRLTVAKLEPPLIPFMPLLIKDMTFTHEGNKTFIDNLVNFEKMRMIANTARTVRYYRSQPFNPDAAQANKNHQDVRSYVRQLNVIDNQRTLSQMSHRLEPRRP
# A549 tox: counter-screen for Nrf2 inhibitors: cytotoxicity in A549 cells | A549 ARE-Fluc cells, CellTiter-Fluor viability, 18-24 h | Potency, µM (series often up to 46 µM), for the others: at the highest dose activity change, negative = cytotoxicity, usual class: inhibitors | hit rate 0.16% among 390,000 | AID 504648; further: on the % scale 0 is the no-effect control and ±100 the full control effect
#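 Cytotoxicity counterscreen: CellTiter-Fluor fluorescence was measured in A549 ARE_Fluc cells after 18-24 h of compound exposure in a concentration series. The subsequent BugLite luminescent read reports ARE-luciferase activity.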
# ATXN viability: cell viability loss in ATXN counter-screen. S2 cells (HEK-293 line with an ATXN2-luciferase reporter) viability, CellTiter-Fluor protease fluorescence, 24 h. AID 651635. Potency, µM (titrated, usually from 56.7 µM), hits mostly cytotoxic. hit rate 0.49% among 400,000; further: nearly all actives have a fitted effect of over 40% in size
# MCF10A rereplic: inducers of DNA re-replication in MCF 10A breast cells; MCF 10A DNA re-replication, Hoechst nuclear intensity, 48 h; Potency, µM (titrated, usually from 46.1 µM), inactives show top-dose activity, positive = re-replication, usual class: activators; hit rate 2.9% among 350,000; AID 624296; further: % of control where 0% means no effect; nearly all actives have a fitted effect of over 50% in size
# HepG2 viability: kills HepG2 cells in TGF-b inhibitor counter-screen; HepG2 CAGA-GFP viability, ATP luminescence, 18 h; Potency, µM (highest dose often 46.1 µM), inactives show at the highest dose activity change, negative = cytotoxicity, actives largely listed as cytotoxic; hit rate 0.76% among 410,000; further: some results filed as inactive show a strong effect at the top dose
#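 CellTiter-Glo luminescence gave cytotoxicity after 18 hours at 37 degrees C. The cells were HepG2 CAGA-GFP in 1% FBS DMEM, stimulated with 500 pg/mL TGF-beta after compound addition. %Activity was normalised to no-cell wells (complete cell-killing) and DMSO (no toxicity), and curves were fitted and classified.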
# Nrf2 block: blocks Nrf2 signaling; A549 ARE-Fluc reporter, luciferase luminescence, 18-24 h; Potency, µM (titrated, usually from 46 µM), inactives show at the highest dose activity change, negative = inhibition, most hits filed as inhibitors; hit rate 2.1% among 360,000; further: on the % scale 0 is the no-effect control and ±100 the full control effect; nearly all actives have a fitted effect of over 60% in size
#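 A549 ARE_Fluc cells (5000/well, 5% FBS OPTI-MEM) pre-incubated 2 h, then treated with compounds 18-24 h at 37C/5% CO2 in concentration-response. CellTiter-Fluor viability read first; BugLite luciferase luminescence after 15 min at room temperature gives Nrf2 activity.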
# An asterisk follows results filed as active; i = inactive; u = inconclusive; x = not tested or not shown; & = joins results of further samples; [ ] = remark or other dose. The call rests on the fitted dose curve; in most records, active means well fitted curve in the direction sought with a large enough effect; inconclusive means small, poorly fitted or top-dose-only effect, or another doubt; inactive means no such curve, though single readings can be large; an effect the other way counts as inactive or inconclusive. Potency means the concentration at half of the fitted maximal effect.
SMILES,ATXN2 expr inh,TGFb SMAD3 inh,Nrf2 ARE act,EPAC2 antagonist,A549 tox,ATXN viability,MCF10A rereplic,HepG2 viability,Nrf2 block
CCn1c(SCc2ccc(OC)c(F)c2)nc2ccccc2c1=O,-21%,-15%,5.3%,-17%,4%,i,18µM*,-2%,-8%
CCCn1c(O)c(N=NC(=O)CNC(=O)/C=C/c2ccc(OC)cc2)c2ccccc21,-5%,6%,-0.3%,-9%,-13%,i,5%,-7%,-10%
O=C(Nc1ccc(Br)cn1)c1cccc(S(=O)(=O)N2CCCC2)c1,-26%,8%,3.6%,-7%,0%,i,-12%,6%,-23%
CC1CN(S(=O)(=O)c2cccc(C(=O)OCC(=O)c3cccs3)c2)CC(C)O1 (configuration not stated),-8%,5%,2.5%,1%,-2%,i,3%,0%,0%
CC(C)C(=O)NNC(=O)C1CC1(c1ccccc1)c1ccccc1 (configuration not stated),-3%,13%,-0.3%,3%,17%,i,0%,-19%,1%
Cc1ccccc1C(=O)OCC(=O)N(C)c1ccccc1,27%,17%,-0.6%,-1%,-12%,u,-1%,-41%,u
CCOc1cccc(C(=O)Nc2ccc(NC(=O)c3cc4ccccc4o3)c(OC)c2)c1,-35%,-13%,-0.5%,-25%,-10%,i,u,6%,u
CCOc1ccccc1N(C)C(=O)CCS(=O)(=O)c1ccc2c(c1)NC(=O)CO2,9%,-2%,-0.7%,2%,-2%,i,-2%,-1%,-1%
Cc1ccc2[nH]c(=O)c(CN(Cc3ccccc3)Cc3nnnn3C3CCCC3)cc2c1,-35%,12%,-0.1%,-12%,u,i,1%,-25%,u
COC(=O)c1ccccc1NC(=O)Nc1cccs1,-3%,4%,1.8%,3%,0%,i,2%,-62%,-10%
CSc1nc2c(c(=O)[nH]c(=O)n2C)n1Cc1ccccc1Cl,-29%,-17%,-0.5%,-3%,6%,u,-3%,-42%,-8%
Cc1c(C(=O)OCc2nnc(-c3ccccc3)o2)oc2ccccc12,x,-5%,-0.1%,-1%,8%,i,-3%,-5%,-28%
CC(C)c1c(O)nc(SCCN(C)C)[nH]c1=O,2%,7%,0.5%,4%,x,i,-3%,-7%,2%
COc1ccc(CCNS(=O)(=O)c2cccc(S(=O)(=O)N3CCCC3)c2)cc1OC,-5%,23%,0.0%,0%,11%,i,3%,0%,x
O=C(CCCSc1nc2ccccc2[nH]1)NCc1ccc(Cl)cc1,x,u,3.2%,0%[57.1 µM],9%,u,13%,-24%,-28%
CCN(CC)/C(=N\S(=O)(=O)c1ccccc1C)c1ccccc1,0%,12%,0.0%,17%,-5%,i,11%,7%,8%
COC(=O)c1cccc(NC(=O)CSc2ncn[nH]2)c1,14%,0%,2.0%,12%,5%,i,-2%,3%,x
CN1CCN(CC(O)COc2ccccc2)CC1 (configuration not stated),7%,30%[activator],-0.9%,54%[activator],-7%,i,-2%,6%,1%
CCCCNC(=O)c1nc(C2CCN(S(=O)(=O)c3ccc(F)c(F)c3)CC2)oc1-c1cccc(C(F)(F)F)c1,5%,-16%,-0.8%,1%,x,i,x,-56%,x
O=C1OC(OC(=O)c2ccccc2Br)C(N2CCOCC2)=C1Cl (configuration not stated),-21%,-33%,5.1%,0%,-4%,i,-9%,1%,-23%
CCOc1cc(C2NC(=O)c3c(sc4c3CCN(C)C4)N2)ccc1OC(=O)c1ccc(F)cc1 (configuration not stated),10%,20%,4.0%,x,-3%,i,x,-5%,15%
Cn1cccc1Cc1nnc(SCC(=O)Nc2ccc3c(c2)OCO3)n1CCc1ccccc1,u,4%,3.2%,-16%,2%,u,-2%,-13%,17%
CC(=O)c1ccc(Sc2nnc(C)s2)c([N+](=O)[O-])c1,x,-2%,4.9%,1%[57.1 µM],12%,i,0%,14%,1%
O=[N+]([O-])/C(C(Cl)=C(Cl)Cl)=C(/NC1CC1)Sc1ccccc1,-5%,11%,3.6%,4%,-1%,u,18%,-8%,-1%
COc1ccccc1NC(=O)C/C(N)=N/O,4%,-17%,-0.9%,12%,3%,i,14%,-3%,4%
N#Cc1ccsc1NC(=O)COC(=O)c1ccc2ccccc2c1,46%[activator],u,4.6%,-1%,-4%,i,16%,14%,u
C[C@H](CO)N1C[C@H](C)[C@@H](CN(C)CC2CCCCC2)Oc2c(NS(=O)(=O)c3ccccc3)cccc2C1=O,-3%,-5%,2.9%,-13%,1%,i,-3%,-8%,-4%
O=C(Cn1nnc(-c2ccccc2Cl)n1)Nc1cccc(S(=O)(=O)N2CCCC2)c1,u,u,3.6%,0%,-15%,i,17%,7%,u
CCn1c(SCc2cccc(C)c2)nnc1-c1ccc(C)cc1,-16%,u,0.2%,-5%,-2%,i,28%,-37%,u
Cc1ccc(S(=O)(=O)c2cnc(SCC(=O)Nc3cc(C)cc(C)c3)nc2N)cc1,-18%,u,0.1%,x,6%,i,x,-4%,u
COC(=O)Nc1ccc(S(=O)(=O)N(CCO)CCO)cc1,4%,u,0.0%,0%,2%,i,-7%,-57%,10%
CN1CCN(C(=O)/C(=C/c2ccc(N(C)C)cc2)NC(=O)c2ccccc2)CC1,-14%,-5%,0.0%,10%,-5%,i,-20%,0%,19%
Cc1ccc(S(=O)(=O)N(C)C)cc1NC(=O)Nc1c(-c2ccccc2)noc1C,x,-10%,-0.9%,-7%,1%,i,-3%,-19%,18%
COc1ccc(CN2C(=O)c3cccnc3C2=O)cc1S(=O)(=O)N(C)Cc1ccco1,0%,-18%,-0.3%,-7%,-2%,i,-1%,5%,2%
O=C1/C(=C/c2ccc(Cl)cc2)NC(=S)N1Cc1cccnc1,-14%,8%,2.3%,15%,-10%,i,8%,-10%,u
Cc1ccc(C(=O)Nc2nnc(-c3ccco3)o2)cc1,u,0%,1.9%,-2%,13%,i,27%,-21%,3%
O=C(CCCC(=O)N(CC(=O)NC1CCCCC1)Cc1ccccc1)Nc1ccccn1,-25%,9%,0.5%,13%,-5%,i,12%,13%,5%
Oc1ccc(-c2nc3ccc4ccccc4c3c3c2CCC3)cc1O,-35%,0%,9.0%,-10%,23%,i,u,25µM*,13%
CCOc1ccc(C(CC(=O)O)NC(=O)C(c2ccccc2)c2ccccc2)cc1OC (configuration not stated),x,2%,-1.2%,-3%,-1%,x,2%,-7%,5%
CC(=O)Nc1ccc(/C(C)=N/Nc2nc(Nc3cccc4ccccc34)nc(N3CCOCC3)n2)cc1,2%,-23%,6.5%,-1%,15%,i,u,-54%,u
O=C(Nc1nc(-c2ccccc2)cs1)C1c2ccccc2Oc2ccccc21,1%,u,0.6%,-1%,-4%,i,16%,5%,-2%
COc1ccc(CC(=O)Nc2ccc3nc(Nc4cccc(Cl)c4)cc(C)c3c2)cc1,u,u,0.7%,x,u,i,x,-20%,26µM*
O=C(/C=C/c1ccc(S(=O)(=O)N2CCOCC2)cc1)NCc1ccc(Cl)cc1,-1%,1%,0.7%,-12%,1%,i,3%,-25%,u
COc1ccc(CN2C(=O)C(CC(=O)NCc3ccco3)CC(C(=O)N(C)C)=C2C)cc1 (configuration not stated),7%,3%,-0.5%,11%,x,i,x,-8%,x
Fc1ccc(C(c2ccc(F)cc2)N2CCN(C/C=C/c3ccccc3)CC2)cc1,-20%&-19%,u,3.1%,-5%,-19%,u,23µM*,6.3µM*,17%
CCCCOc1ccc(-c2cc(C(F)(F)F)c(C#N)c(SCC(=O)O)n2)cc1,-1%,-1%,0.3%,-19%,-6%,i,2%,-14%,-2%
COC(=O)c1ccccc1NC(=O)Nc1nnc(N2CCC(C)CC2)s1,3%&0%,5%&-15%,0.8%&-1.1%,0%,8%&-19%,u,-1%,10%&-20%,-14%&-2%
O=C(Nc1ccccc1F)C1CCCN(S(=O)(=O)c2ccc(-n3cnnn3)cc2)C1 (configuration not stated),-7%,-15%,-1.1%,4%,9%,i,18%,0%,u
COC(=O)c1cccc(NCN2C(=O)c3ccccc3C2=O)c1,2%,-5%,-0.2%,17%,1%,i,-4%,7%,9%

# Of the compounds above, 8 contain a Cl atom:
SMILES,ATXN2 expr inh,TGFb SMAD3 inh,Nrf2 ARE act,EPAC2 antagonist,A549 tox,ATXN viability,MCF10A rereplic,HepG2 viability,Nrf2 block
CSc1nc2c(c(=O)[nH]c(=O)n2C)n1Cc1ccccc1Cl,-29%,-17%,-0.5%,-3%,6%,u,-3%,-42%,-8%
O=C(CCCSc1nc2ccccc2[nH]1)NCc1ccc(Cl)cc1,x,u,3.2%,0%[57.1 µM],9%,u,13%,-24%,-28%
O=C1OC(OC(=O)c2ccccc2Br)C(N2CCOCC2)=C1Cl (configuration not stated),-21%,-33%,5.1%,0%,-4%,i,-9%,1%,-23%
O=[N+]([O-])/C(C(Cl)=C(Cl)Cl)=C(/NC1CC1)Sc1ccccc1,-5%,11%,3.6%,4%,-1%,u,18%,-8%,-1%
O=C(Cn1nnc(-c2ccccc2Cl)n1)Nc1cccc(S(=O)(=O)N2CCCC2)c1,u,u,3.6%,0%,-15%,i,17%,7%,u
O=C1/C(=C/c2ccc(Cl)cc2)NC(=S)N1Cc1cccnc1,-14%,8%,2.3%,15%,-10%,i,8%,-10%,u
COc1ccc(CC(=O)Nc2ccc3nc(Nc4cccc(Cl)c4)cc(C)c3c2)cc1,u,u,0.7%,x,u,i,x,-20%,26µM*
O=C(/C=C/c1ccc(S(=O)(=O)N2CCOCC2)cc1)NCc1ccc(Cl)cc1,-1%,1%,0.7%,-12%,1%,i,3%,-25%,u

# A portion of the library, so the mix of outcomes need not match the whole.
